From PubChem BioAssay
697 NFkB inh: lowers PMA/ionomycin-induced NF-kB signal in 697 B cells; 697 B-cell NF-kB luciferase reporter, 16 h; inhibition, % at 4 µM; 330,000 tested, 0.33% active; AID 435022; in the data active = inhibition above about 35%
SENP7 inh: inhibitors of human SENP7 protease | Q9BQF6 | recombinant SENP7, Z-RLRGG-aminoluciferin luminescence, 40 min | inhibition, % at 5 µM | 330,000 tested, 1.5% active;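 active = inhibition above about 50% at the single test dose, limit read from the data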;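 note: plate controls were DMSO with enzyme for no effect and no enzyme buffer wells for full effect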
SENP8 block: SENP8 protease inhibition. Q96LD8. purified SENP8, Z-RLRGG-aminoluciferin cleavage, luminescence. inhibition, % at 10 µM. 330,000 tested, 1.2% active. AID 2540
Apaf-1 inh: inhibitors of human Apaf-1 apoptosome; reconstituted apoptosome caspase-3 activity, DEVD-Rh110 fluorescence; 330,000 tested, 0.71% active; inhibition, % at 20 µM; active = inhibition of at least 40% at 20 µM;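 note: plate controls were DMSO wells for no effect and DEVD-CHO caspase inhibitor wells for full effect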
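Material: cell-free apoptosome with Apaf-1, procaspase-3 and caspase-9; Buffer or medium: Hepes pH 7.5 with detergent and BSA; Reagent: cytochrome c trigger plus (Z-DEVD)2-Rh110 caspase-3 substrate; Times: compound with Apaf-1, dATP, procaspase-3 30 min, then 50 min reaction, room temperature; Technique: Rh110 fluorescence intensity.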
Jurkat NFkB inh: inhibitors of the PMA/ionomycin-induced NF-kB reporter in Jurkat cells. PMA/ionomycin-induced NF-kB luciferase reporter, luminescence. inhibition, % at 4 µM. 330,000 tested, 0.53% active. AID 435003
Gli-Sufu block: Gli-Sufu pathway antagonism. Sufu-KO-LIGHT fibroblasts, Gli luciferase reporter luminescence. inhibition, % at 5 µM. 340,000 tested, 0.74% active;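 active = inhibition above about 55%, limit read from the data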;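 note: 0% = DMSO-treated cells and 100% = wells with medium but no cells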
HKDC1 inhibitor: inhibitors of human hexokinase HKDC1; AID 493160; recombinant HKDC1, G6PDH/diaphorase resazurin coupled fluorescence; inhibition, % at 20 µM; Q2TB90; 340,000 tested, 0.16% active;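 active = inhibition above about 35% when tested at 20 µM, limit read from the data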;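 note: plate controls were DMSO wells with enzyme for no effect and DMSO wells lacking enzyme for full effect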
Target sequence (Q2TB90 whole entry, looked up): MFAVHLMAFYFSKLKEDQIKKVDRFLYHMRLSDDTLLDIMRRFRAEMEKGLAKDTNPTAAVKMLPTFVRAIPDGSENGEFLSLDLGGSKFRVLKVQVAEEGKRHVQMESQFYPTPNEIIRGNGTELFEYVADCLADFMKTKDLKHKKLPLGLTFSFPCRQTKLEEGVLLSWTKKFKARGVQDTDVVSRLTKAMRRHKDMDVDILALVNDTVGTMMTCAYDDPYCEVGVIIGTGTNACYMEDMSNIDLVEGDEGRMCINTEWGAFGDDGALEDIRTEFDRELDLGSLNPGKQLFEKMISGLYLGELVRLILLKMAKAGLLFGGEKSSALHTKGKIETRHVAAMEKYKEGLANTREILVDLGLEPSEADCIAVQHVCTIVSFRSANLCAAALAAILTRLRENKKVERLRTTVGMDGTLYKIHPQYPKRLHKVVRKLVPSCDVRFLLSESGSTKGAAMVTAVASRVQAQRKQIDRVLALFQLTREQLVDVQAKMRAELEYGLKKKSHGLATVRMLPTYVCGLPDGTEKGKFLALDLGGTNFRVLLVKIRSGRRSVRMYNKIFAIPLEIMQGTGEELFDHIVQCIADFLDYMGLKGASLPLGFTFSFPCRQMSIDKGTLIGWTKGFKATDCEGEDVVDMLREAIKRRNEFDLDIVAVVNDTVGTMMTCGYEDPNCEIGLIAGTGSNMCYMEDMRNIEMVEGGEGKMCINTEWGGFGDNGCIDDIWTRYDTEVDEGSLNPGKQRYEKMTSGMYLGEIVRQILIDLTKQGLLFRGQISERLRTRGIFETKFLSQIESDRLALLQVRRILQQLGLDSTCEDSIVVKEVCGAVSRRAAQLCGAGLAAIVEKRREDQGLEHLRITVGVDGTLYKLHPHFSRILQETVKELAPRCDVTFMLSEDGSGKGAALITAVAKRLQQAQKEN
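Test system: HK5 enzyme. Quantity: 5 µg/mL HK5 final. Reagent: glucose and ATP substrates. Schedule: 90 min reaction incubation at room temperature, dark. Technique: resazurin-to-resorufin fluorescence via G6PDH and diaphorase coupling, 525/613 nm. Control set: DMSO wells with and without enzyme mix.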
UBC13 inh: blocks human UBC13 polyubiquitin chain formation. AID 485273. inhibition, % at 20 µM. TR-FRET. 330,000 tested, 0.47% active. P61088; in the data active = inhibition above about 45%, passing the limit was not always enough
Target sequence (P61088 whole entry, looked up): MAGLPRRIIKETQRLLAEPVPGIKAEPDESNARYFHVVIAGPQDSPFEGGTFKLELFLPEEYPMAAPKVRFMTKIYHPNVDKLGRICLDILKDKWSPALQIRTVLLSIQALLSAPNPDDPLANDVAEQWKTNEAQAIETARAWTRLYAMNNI
* marks the source's active call; other numbers are inactive results; nt = not tested or not shown. Cut-off read from the data, not from the text of the source, unless noted: active = inhibition above about 50%; inactive = the rest.

SMILES	697 NFkB inh	SENP7 inh	SENP8 block	Apaf-1 inh	Jurkat NFkB inh	Gli-Sufu block	HKDC1 inhibitor	UBC13 inh
CCOc1cc(CNCCc2ccc(S(N)(=O)=O)cc2)ccc1OCc1ccc(Cl)cc1	-12	2	-11	6	54*	31	-4	58*
COc1ccc(-c2nc(-c3cccs3)c(-c3cccs3)[nH]2)cc1O	-3	-7	-5	7	26	-4	3	-38
COc1ccc(C)cc1S(=O)(=O)Nc1ccccc1	14	-5	3	-17	-1	5	-4	5
c1ccc(-c2cc(-c3nnc4sc(-c5ccccn5)nn34)[nH]n2)cc1	3	1	9	19	4	24	4	8
CCOC(=O)Cn1nc(C)c(NC(=O)CCc2ccccc2)c1C	21	-7	8	-16	1	-10	8	3
Cc1ccccc1NC(=O)NC1(C(=O)NCC2CCCO2)CCCCC1 (centres undefined)	19	6	6	-1	11	-3	-6	6
COC(=O)c1nc(Cl)c(Cl)c(N)c1Cl	6	-5	-11	-3	9	-14	-5	-3
COc1c(Cl)ccc(Cl)c1C(=O)NC(=O)Nc1nc(C)cc(C)n1	20	-3	8	7	10	3	-7	2
O=C(CCN1C(=O)c2ccccc2C1=O)Nc1ccc(S(=O)(=O)N2CCOCC2)cc1	25	0	6	-15	-2	10	5	9
O=C(Cc1ccc(F)cc1)NC1CCCCCC1	-1	-7	-7	-2	0	3	-1	12
CC1CCN(c2cc(=O)n(C3CCCCC3)c(=O)[nH]2)CC1	-29	10	-14	1	-27	-32	-1	-2
Cc1nnc(NC(=O)C2CC(=O)N(c3ccccc3)C2)s1 (centres undefined)	-11	-8	-8	12	-15	-6	-2	-4
COCCNC(=O)CSc1nc2c(n1-c1ccccc1)CCCC2	-24	-2	-4	0	-4	-9	4	12
COc1ccc(-c2nc(SC)n(C(=O)c3ccco3)n2)cc1	-17	-8	-22	2	-17	-23	-2	2
CCn1cc(C(=O)NCC(=O)NCCCN2CCOCC2)c(=O)c2cc3c(cc21)OCO3	13	6	-4	-3	2	5	-2	6
CCOC(=O)c1nc(C(=O)NCc2ccc(C)cc2)nc2ccccc12	5	11	-4	13	1	6	-3	-5
CSCCC(=O)N1CCCC(N(C)CCc2ccccc2)C1 (centres undefined)	-6	2	11	-16	-11	4	0	2
N#Cc1cnn2c(C(F)(F)F)cc(-c3ccccc3)nc12	-10	1	1	2	5	6	-3	3
C=CC[C@H](CC(=O)N(CCO)Cc1ccccc1)C(=O)NCCOC(=O)[C@@H](CC=C)CC(=O)OC(C)(C)C	0	7	4	15	0	-10	0	3
COc1ccc(SC[C@H](Cc2ccccc2)N2CCN(C)CCC2=O)cc1	17	6	3	13	-4	15	-6	9
N#C/C(=C\c1c(N2CCN(Cc3ccccc3)CC2)nc2ccccn2c1=O)S(=O)(=O)c1ccccc1	8	-7	0	5	7	19	1	-4
O=C1CC(c2ccccc2)CC(O)=C1C=Nc1ccccc1Cl (centres undefined)	-9	9	-9	-9	8	-9	1	3
Cc1ccc(OCCC(=O)Nc2ccc(C)c(S(=O)(=O)N3CCOCC3)c2)cc1	3	-10	10	1	10	-6	1	19
Nc1ccc(Oc2ccc3c(c2)OCO3)cc1	3	9	-1	-14	-4	-7	-2	12
COc1cccc(N(CC(=O)N2CCCC2)S(C)(=O)=O)c1	1	2	-9	4	-8	2	-5	2
CCCCN(CC)C(=S)Nc1ccc2nc(N3CCN(C)CC3)cc(C)c2c1	-4	15	-6	5	-45	3	-2	4
COc1ccc(S(=O)(=O)N2CCc3ccccc32)cc1C(=O)Nc1ccc(NC(C)=O)cc1	4	0	0	-11	7	-6	0	0
COc1ccc(CNS(=O)(=O)c2ccc3c(c2)NC(=O)C(C)S3)cc1 (centres undefined)	-46	12	-3	2	-12	-9	-5	-9
CC(=O)NC(CCS(C)(=O)=O)C(=O)Nc1ccc(F)cc1Cl (centres undefined)	15	4	-6	-14	0	-4	-6	-2
Cc1cccc(-c2noc(CNC(=O)c3ccco3)n2)c1	3	-1	5	1	15	19	-4	7
COc1ccccc1NC(=O)CCc1c(C)nc2c(-c3ccc(F)cc3)c(C)nn2c1C	12	0	7	15	1	0	-6	12
O=C1[C@H]2[C@@H](c3ccc(Cl)cc3)N3C(=O)N(c4cccc(Cl)c4)C(=O)[C@@]3(Cc3ccc(Cl)cc3)[C@H]2C(=O)N1C1CCCCC1	4	1	-3	-1	15	-8	2	-23
N#CNC(N)=Nc1cccc(Cl)c1	-27	1	-3	15	-12	-1	0	8
CC(Cc1ccc(Cl)cc1)N1CCC(n2nccc2NC(=O)C2CCCC2)CC1 (centres undefined)	-6	-8	3	19	7	26	-6	8
Cc1cc(NC(=O)CSc2nc(-c3ccc(Cl)cc3)cs2)no1	15	-4	2	1	4	4	-2	-2
COc1cccc(/C=N/N2CCN(C)CC2)c1	-26	4	2	-1	-26	-6	-7	3
Cc1csc(NC(=O)CSCC(=O)Nc2ccccc2)n1	-3	-19	-13	8	-20	99*	0	2
O=C(Nc1ccc(Cl)cc1)N1CCN(c2ncccn2)CC1	11	-2	-14	-11	3	-15	-6	16
Cc1ccc(NC(=O)[C@@H]2CCCN2C(=O)[C@@H]2Cc3ccccc3CN2)c(C)c1	-1	-1	-16	-4	-7	-5	0	11
Cc1ccsc1/C=N/n1c(-c2ccncc2)n[nH]c1=S	-10	8	1	6	-6	56*	0	-8

Arranged by molar mass (rising): part of the list above
SMILES	697 NFkB inh	SENP7 inh	SENP8 block	Apaf-1 inh	Jurkat NFkB inh	Gli-Sufu block	HKDC1 inhibitor	UBC13 inh
O=C(Nc1ccc(Cl)cc1)N1CCN(c2ncccn2)CC1	11	-2	-14	-11	3	-15	-6	16
Cc1ccc(OCCC(=O)Nc2ccc(C)c(S(=O)(=O)N3CCOCC3)c2)cc1	3	-10	10	1	10	-6	1	19
CCn1cc(C(=O)NCC(=O)NCCCN2CCOCC2)c(=O)c2cc3c(cc21)OCO3	13	6	-4	-3	2	5	-2	6
N#C/C(=C\c1c(N2CCN(Cc3ccccc3)CC2)nc2ccccn2c1=O)S(=O)(=O)c1ccccc1	8	-7	0	5	7	19	1	-4

One compound at a time, as listed above:
`Cc1ccccc1NC(=O)NC1(C(=O)NCC2CCCO2)CCCCC1` (centres undefined) across the screens: 697 NFkB inh: 19; SENP7 inh: 6; SENP8 block: 6; Apaf-1 inh: -1; Jurkat NFkB inh: 11; Gli-Sufu block: -3; HKDC1 inhibitor: -6; UBC13 inh: 6
`Cc1ccc(OCCC(=O)Nc2ccc(C)c(S(=O)(=O)N3CCOCC3)c2)cc1` across the screens: 697 NFkB inh: 3; SENP7 inh: -10; SENP8 block: 10; Apaf-1 inh: 1; Jurkat NFkB inh: 10; Gli-Sufu block: -6; HKDC1 inhibitor: 1; UBC13 inh: 19

Following part.
SMILES	697 NFkB inh	SENP7 inh	SENP8 block	Apaf-1 inh	Jurkat NFkB inh	Gli-Sufu block	HKDC1 inhibitor	UBC13 inh
CCc1cc(=O)oc2cc(C)cc(OCC(=O)NC3CC3)c12	9	-2	0	3	5	-15	-2	8
CCCCC(CC)CNC(=O)C1CCCN(S(=O)(=O)c2cnc[nH]2)C1 (centres undefined)	6	2	-5	-5	16	-4	3	2
O=C(Cn1nc(C(F)(F)F)c2c1CCC2)NCc1ccc(Cl)cc1	25	2	-1	8	8	-20	-4	2
Cc1cc(C)cc(N(C(C)C(=O)Nc2c(C)n(C)n(-c3ccccc3)c2=O)S(C)(=O)=O)c1 (centres undefined)	23	1	4	-4	0	2	-4	-4
O=[N+]([O-])c1cccc(N(CC(O)CN2CCCC2)S(=O)(=O)c2ccccc2)c1 (centres undefined)	-1	-3	-13	4	-20	11	-18	2
CCOc1ccc2nc(SCc3ccc(C(=O)OC)o3)[nH]c2c1	11	-7	-1	-1	-2	-2	-1	9
CCCCNC(=O)c1cn(CC)c2cc(N3CCN(C)CC3)c(F)cc2c1=O	2	-3	-6	-10	-26	3	-2	11
O=C(COC(=O)COc1ccc(Br)cc1)NCC1CCCO1 (centres undefined)	9	1	3	-3	-10	0	-9	3
CCn1c(C)nc2cc(C(=O)NNC(=S)Nc3ccccc3)ccc21	-216	8	19	-3	-115	7	-4	-3
COc1ccccc1-c1sc2cc3c(cc2c1C#CC1(O)CCCCC1)OCO3	14	11	6	19	12	25	10	11
OCC1(Cc2ccc(F)cc2)CCCN(CCCC(F)(F)F)C1 (centres undefined)	-12	-11	-13	-2	-1	20	-1	0
O=C(COc1ccc(Br)cc1)Nc1ccc(-c2nnc(-c3ccco3)o2)cc1	-115	-3	-7	-10	-58	-97	-1	-16
CC1(C)CC2CC(C)(CN2C(=O)c2cc(-c3ccc(F)cc3)on2)C1 (centres undefined)	-27	4	-1	24	-2	-11	3	3
O=C(CCN1C(=O)/C(=C/c2ccc(F)cc2)SC1=S)NNC(=O)c1cccnc1	14	-5	-12	1	7	6	-2	-12
Cc1ccc(S(=O)(=O)NCCC(=O)NCCOc2ccccc2)cc1	2	-8	-7	-2	6	-4	-7	0
O=C(COc1ccccc1)NCC(c1ccco1)N1CCN(c2ccc(F)cc2)CC1 (centres undefined)	-17	3	-12	17	0	11	-1	1
CC(C)C(C(=O)Nc1nccs1)N1C(=O)c2ccccc2C1=O (centres undefined)	10	5	0	1	9	-2	5	0
Cc1cc(C)n(-c2c(F)c(F)c(CN3CCCCC3)c(F)c2F)n1	3	1	1	9	4	5	0	7
CC(C)CC1NC(=O)c2cc(Cl)ccc2-n2c1nc1ccc(F)cc1c2=O (centres undefined)	3	-7	2	3	4	nt	nt	16
CCCCn1c(N)c(N(CC)C(=O)C2CCCC2)c(=O)[nH]c1=O	22	8	3	-10	8	-12	-7	10
CC(=O)Nc1ccccc1OCC(=O)c1cc(C)n(Cc2cccs2)c1C	96*	-4	-7	16	56*	79*	-1	2
CCOC(=O)CCCCC(=O)c1[nH]c(=O)[nH]c1CSc1nnc2c3ccccc3n(C(C)C)c2n1	-17	9	6	23	-6	4	-5	-2
O=[N+]([O-])c1cc(/C=N/Nc2nc(N3CCOCC3)nc(N3CCOCC3)n2)ccc1Cl	30	2	2	-6	-3	2	-6	2
CC(CCc1ccccc1)NC(=O)CCC1CCCC1 (centres undefined)	9	-3	0	-8	9	4	0	4
Cc1ccc(NC2=Nc3ccccc3CC2)cc1	-99	37	43	-2	-145	7	-14	17
COc1cc2[nH]c(=O)c(C(=O)NCc3ccc(F)cc3)c(O)c2cc1OC	20	7	-1	8	11	0	-6	6
Cc1ccc(C)c(OCC(O)CN2CCC(Cc3ccccc3)CC2)c1 (centres undefined)	-8	9	-6	6	7	39	1	11
Cn1c(C(O)c2ccccc2F)nc(Cl)c1Cl (centres undefined)	11	6	1	-10	15	3	-4	4
O=C1/C(=C/c2cccs2)CCC/C1=C\c1cccs1	-51	0	50	16	-69	-43	5	-9
CCCCCCOc1ccc(N2C(=O)CC(NCc3ccc(S(N)(=O)=O)cc3)C2=O)cc1 (centres undefined)	-3	10	-1	-16	-1	3	-7	-8
COc1ccc(NC(=O)CN2C(=O)NC(C)(c3ccccc3)C2=O)cc1Cl (centres undefined)	-3	1	6	8	7	-19	-2	6
Cc1ccccc1NC(=O)NCCCCc1ccccc1	19	-1	-1	13	13	96*	5	7
CC(C)(C)c1ccc(C(=O)Nc2nonc2-c2nc3ccccc3[nH]2)cc1	-24	2	8	3	-6	13	-6	-13
Cc1ccc(S(=O)(=O)N(CC(=O)NN=C2CCN(C)CC2)c2ccc(F)cc2)cc1	11	9	1	6	-4	-9	6	8
COC(=O)[C@@]12CCCN1[C@H](c1ccc(-c3ccc4c(c3)OCO4)c(OC)c1)[C@H]1C(=O)N(C)C(=O)[C@H]12	-7	-5	-12	16	-8	-10	-2	-6
CC1=C(C(=O)OCCCBr)C(c2ccc3c(c2)OCO3)NC(=O)N1 (centres undefined)	20	9	1	0	2	-4	-5	-3
COc1ccc(S(=O)(=O)N2CCCC2)cc1NC(=O)c1ccccc1	4	-9	-8	5	4	4	-7	0

Hits appear at their usual frequency (roughly 3.6% active in at least one column).
